ROC1-CUL1 inh – inhibitors of human ROC1-CUL1 ubiquitin ligase activity; in vitro K48 di-Ub FRET, acceptor:donor ratio, 45 min; inhibition, % at 10 µM; 0.6% of 140,000 active; in the data active = inhibition above about 25%
Target sequence (P62877 whole entry, looked up): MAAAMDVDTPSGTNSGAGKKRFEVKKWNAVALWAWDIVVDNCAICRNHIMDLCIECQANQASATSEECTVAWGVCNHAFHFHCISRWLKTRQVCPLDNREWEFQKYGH
Target sequence (Q13616 whole entry, looked up): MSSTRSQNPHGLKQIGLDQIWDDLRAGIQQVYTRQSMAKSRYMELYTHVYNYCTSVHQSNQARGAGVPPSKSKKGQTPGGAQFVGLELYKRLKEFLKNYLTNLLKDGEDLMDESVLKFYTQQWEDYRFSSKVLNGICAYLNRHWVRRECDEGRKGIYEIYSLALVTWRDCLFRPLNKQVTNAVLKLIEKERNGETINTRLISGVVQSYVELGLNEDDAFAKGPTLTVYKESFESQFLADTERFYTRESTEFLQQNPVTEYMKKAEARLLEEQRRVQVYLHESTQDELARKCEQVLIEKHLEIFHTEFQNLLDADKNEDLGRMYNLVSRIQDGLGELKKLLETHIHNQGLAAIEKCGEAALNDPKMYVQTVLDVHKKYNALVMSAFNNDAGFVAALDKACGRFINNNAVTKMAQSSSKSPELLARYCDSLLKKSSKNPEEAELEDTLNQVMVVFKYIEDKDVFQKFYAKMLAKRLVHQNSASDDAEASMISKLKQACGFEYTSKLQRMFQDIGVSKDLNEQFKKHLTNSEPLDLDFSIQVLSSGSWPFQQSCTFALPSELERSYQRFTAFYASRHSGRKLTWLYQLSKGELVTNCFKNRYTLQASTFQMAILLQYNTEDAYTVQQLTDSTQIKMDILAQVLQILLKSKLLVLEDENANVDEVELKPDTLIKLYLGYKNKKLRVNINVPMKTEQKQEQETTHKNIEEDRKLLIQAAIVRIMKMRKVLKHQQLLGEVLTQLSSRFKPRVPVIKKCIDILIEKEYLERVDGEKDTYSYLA
Numbers without * were called inactive. Not all compounds are listed; the hit share may differ from the screen's.

SMILES | ROC1-CUL1 inh
Cc1nnc(N2CCCC(C(=O)NCc3ccccc3)C2)c2nn(-c3ccccc3)c(C)c12 (stereo unspecified) | 4
Cc1ccc(OCC(=O)Nc2nnc(SCC3=Nc4ccccc4C(=O)C3)s2)cc1 | 3
CC1=NN(c2ccc(C34CC5CC(CC(C5)C3)C4)cc2)C(=O)C1C=Nc1ccc(S(N)(=O)=O)cc1 (stereo unspecified) | 8
Cc1ccc2nc3c(cc(C#N)c(=N)n3C3CCCC3)c(=O)n2c1 | -3
CCc1ccc(N2CC(C(=O)Oc3ccc(Br)cc3)CC2=O)cc1 (stereo unspecified) | -5
O=C(CSc1oc(-c2ccco2)nc1S(=O)(=O)c1ccc(Cl)cc1)c1ccc(Cl)cc1 | -6
Cc1ccccc1CN1CCCN(CC(=O)Nc2c(C)cccc2C)S1(=O)=O | -10
COc1ccc(S(=O)(=O)N=C2C=CC(=O)c3ccccc32)cc1 | -1
CN(C)Cc1c(-c2ccccc2)[nH]c2ccc(Cl)cc2c1=O | -6
O=C(CCC1CCN(C(=O)CCOc2ccccc2)CC1)N1CCCC1 | 7
CCN(CC)c1ccc(Nc2nc(-c3ccc(Cl)c(Cl)c3)cs2)cc1 | 8
O=C1N=C(Cc2ccc(F)cc2)C(=O)N1 | 4
Clc1ccc(N2CCN(c3ccc(Cl)cc3)C2c2ccccc2)cc1 | -3
COc1ccc(-c2cc(C(=O)Nc3ccc(S(=O)(=O)Nc4cc(C)nc(C)n4)cc3)c3ccccc3n2)cc1 | 6
Cn1c(SCc2ccc(C(C)(C)C)cc2)nnc1-c1ccc(NC(=O)COc2ccccc2)cc1 | -6
CCOC(=O)c1c(NC(=O)CSc2nnc(Cc3ccccc3)o2)sc2c1CCC2 | 0
CCc1ccc(OC)c(S(=O)(=O)n2nc(C)cc2C)c1 | 2
CCN(CC)CC(O)COc1cc(CNCc2ccc(F)cc2)ccc1OC (stereo unspecified) | 3
CSc1nnc2c(n1)OC(c1ccc(-c3cccc(Cl)c3C)o1)Nc1ccccc1-2 (stereo unspecified) | 9
COc1ccc(C(=O)NCC(c2cccnc2)N2CCc3ccccc32)cc1 (stereo unspecified) | -4
Fc1ccccc1-c1nn2c(-c3ccc(C(F)(F)F)cc3)nnc2s1 | 1
CC(C)(C)C1C=C(Sc2ccccc2)C(=O)O1 (stereo unspecified) | 1
COc1ccc(C)cc1N(C)C(=O)c1c2c(nc3ccccc13)C(=O)N(C1CCCCC1)C2 | -7
O=C(Nc1ccc(Br)cc1)C1CCN(c2ncccn2)CC1 | 0
COCCC1CCCCN1Cc1nc(-c2ccc(OC)c(C)c2C)oc1C (stereo unspecified) | 0
Cc1ccc(C)c(Nc2cc(-c3ccccc3)nc(-c3ccc(Br)cc3)n2)c1 | 2
COc1ccc(Cl)cc1NC(=O)c1cc(S(=O)(=O)N2CCc3ccccc32)cn1C | -3
CCCc1ccc2oc(C(=O)N(C)Cc3nccn3C)c(C)c2c1 | -6
COC(=O)CC[C@@H](C)[C@H]1CCC2C3C(C[C@H](OC(C)=O)[C@@]21C)[C@@]1(C)CC[C@@H](OC(C)=O)C[C@H]1C[C@H]3OC(C)=O (stereo partly specified) | -7
CC(C)c1ccc(NC(=O)Cn2cc(S(=O)(=O)N3CCN(c4ccccc4F)CC3)c3ccccc3c2=O)cc1 | 2
O=C(OCCCc1nc2ccccc2[nH]1)c1ccc(Cl)cc1Cl | -1
CCOc1ccccc1CNC(=O)Cn1ncn2nc(-c3cccs3)cc2c1=O | 1
CCCCn1nnc(NC(=O)Cc2ccccc2)n1 | 2
COc1cc(-c2nc3sccn3c2Nc2c(C)cccc2C)ccc1O | 2
CCOC(=O)c1c(NC(N)=O)sc(C)c1C | 5
COc1ccc(CSc2nsc(SCc3cccc(OC)c3)c2C#N)cc1 | -16
CCOc1nc(C)ccc1-c1noc(-c2cccs2)n1 | -3
CCOC1=CC(=Cc2c(N)n3nc(C(F)(F)F)sc3nc2=O)C=CC1=O | 1
Cc1cccc(NC(=O)c2cnn(-c3ccccc3)c2-n2cccc2)c1C | -11
Cc1ccccc1-c1nc(CS(=O)(=O)CC(=O)Nc2c(C)cccc2C)c(C)o1 | -1
Cc1ccccc1C(=O)NC(=S)Nc1sc2c(c1C(N)=O)CCC(C)C2 (stereo unspecified) | 8
CCCCN(CC)CCCNC(=O)Cn1nc(CC)n2c(cc3sccc32)c1=O | -6
COc1ccc(C(=O)c2oc3ccccc3c2NC(=O)c2ccc(F)cc2)cc1 | 2
CCCOc1ccc(C(=O)NNC(=S)NC(=O)c2cc(-c3ccc(Cl)cc3)nc3ccccc23)cc1 | 10
CCCC(=O)NNc1cc(=O)c2c(=O)n(C)c(=O)n(C)c2[nH]1 | -2
O=C1CC(CC(=O)N2CCCC2c2nccs2)(c2cccc(F)c2)C(=O)N1Cc1cccnc1 (stereo unspecified) | 3
FC(F)(F)C1(C(F)(F)F)N=C(c2ccc(Cl)cc2Cl)OC(N2CCOCC2)=N1 | -2
Cc1cccc(C(=O)NCc2nnc(SCC(=O)c3ccc(Br)cc3)n2C)c1 | 6
CC(=O)Nc1sc2c(c1C(=O)Nc1ccccc1C)CCC(C)C2 (stereo unspecified) | 8
Cn1c(-c2ccccc2)cnc1SCC(=O)NCc1ccco1 | 2
Cc1noc(C)c1CC(=O)N1CCCC(Nc2ccc3c(c2)OCO3)C1 (stereo unspecified) | 1
COc1ccc(CNc2oc(-c3ccc(COc4ccccc4C)o3)nc2C#N)cc1 | -1
Cc1ccc(S(=O)(=O)Nc2cc(F)ccc2C)c(C)c1 | 5
Cc1cc(C(=O)Nc2cc(Cl)ccc2C)no1 | 6
O=C(Nc1ccccc1F)C1CCN(Cc2ccccc2)CC1 | 3
CN1CCc2c(sc(N)c2C(=O)O)C1 | 2
CCCC(=O)N1CCN(Cc2cccc(F)c2)CC1 | -2
COc1cccc(-c2ccc(NC(=O)C3CCCN3S(C)(=O)=O)cc2)c1 (stereo unspecified) | 0
CCC(Oc1ccc(F)cc1)C(=O)N1CCCCCCC1 (stereo unspecified) | 1
CCOC(=O)c1ccc(OC(=O)c2cn(-c3ccc(C)cc3)c(=O)c3ccccc23)cc1 | 6
(cont.)
SMILES | ROC1-CUL1 inh
CCOC(=O)c1cnc2c(-c3ccccc3OC)c(C)nn2c1N | -12
COc1ccc(CC2=NC(=S)NC2=O)cc1[N+](=O)[O-] | -6
CS(=O)(=O)N(CCc1ccccc1)CC(=O)N1CCN(c2ccccc2F)CC1 | -6
Cc1cccc(C)c1Oc1ncccc1CNC(=O)CCN1CCCCO1 | 2
CC(C)N(C)Cc1nnnn1CC(=O)N1CC=C(c2ccccc2)CC1 | -1
Cc1ccccc1CCC1CCCN(C(=O)C2(C)CC2)C1 (stereo unspecified) | 5
COc1cccc(NC(=O)Nc2ccc3snnc3c2)c1 | 1
CCN1CCN(C2(C(=O)NCc3ccc(C)s3)Cc3ccccc3C2)CC1 | 2
Cc1cc(Cl)ccc1OC(C)C(=O)Nc1cc(Cl)ccc1C(=O)O (stereo unspecified) | 7
CC(C)Cn1cc(C(=O)N2CCCCCC2)c(=O)c(C(=O)N2CCCC(c3ccccc3)C2)c1 (stereo unspecified) | 5
CC(C)COc1ccc(Nc2ncnc3ccc(Br)cc23)cc1 | 6
COc1cc(C2NC(=O)N(C)C3=C2C(=O)N(c2cccc(Cl)c2)C3)ccc1O (stereo unspecified) | -7
c1ccc2c(-c3ccnc4ncnn34)cccc2c1 | -1
CN1CCN(S(=O)(=O)c2ccc(NC(=O)c3ccccc3)c(F)c2)CC1 | 9
CCOC(=O)c1cn(-c2ccc(F)c(F)c2F)c2c(F)c(F)c(F)cc2c1=O | 7

3 records drawn at random from the list so far, as already listed:
SMILES | ROC1-CUL1 inh
CC(C)Cn1cc(C(=O)N2CCCCCC2)c(=O)c(C(=O)N2CCCC(c3ccccc3)C2)c1 (stereo unspecified) | 5
CCOC(=O)c1cnc2c(-c3ccccc3OC)c(C)nn2c1N | -12
COc1cc(C2NC(=O)N(C)C3=C2C(=O)N(c2cccc(Cl)c2)C3)ccc1O (stereo unspecified) | -7

(next part)
SMILES | ROC1-CUL1 inh
Cc1ccc(C(=O)Nc2nnc(SCc3cc(=O)n4ccc(C)cc4n3)s2)cc1 | 12
Cc1ccc(S(=O)(=O)Nc2ccc3nc(-c4cccn4C)[nH]c3c2)cc1 | -4
CC(C)CCNC(=O)C1CCC(Cn2c(=O)c3sccc3n(CC(=O)NC(C)C)c2=O)CC1 (stereo unspecified) | 2
Cc1c(CC(=O)NCCn2cccn2)c2c(n1CC1CCCO1)CCCC2=O (stereo unspecified) | -5
Cc1ccc(C)c(OCCSc2nc3ccccc3n2CC(=O)N2CCOCC2)c1 | 8
COc1cc(Br)c(S(=O)(=O)Nc2cccc(C3OCCCO3)c2)cc1OC | -2
CCn1c(SCC(=O)N/N=C/c2cccnc2)nc2ccccc21 | -4
CCCN(CC1CC1)C(=O)CC1(c2ccccc2OC)CC(=O)N(CCCOC)C1=O (stereo unspecified) | -2
O=C(CSc1ncnc2sc3c(c12)CCC3)Nc1nsc(-c2ccccc2)n1 | -7
O=C(CSC1CC(=O)N(CC(c2ccccc2)c2ccccc2)C1=O)Nc1ccc(Cl)cc1 (stereo unspecified) | -5
O=C(c1cc(COc2ccc(-n3cncn3)cc2)on1)N1CCN(C2CCCC2)CC1 | 1
Cc1ccccc1N1CC(c2nc3ccccc3n2CCC2CCCCC2)CC1=O (stereo unspecified) | 7
O=C(NCCCc1nc2ccccc2n1Cc1ccccc1F)c1ccco1 | -6
COC(=O)C1=NN[C@@](C)(C(=O)OC)[C@H]1c1ccccc1 | 5
CCCC(=O)Nc1nnc(SCC2=Nc3ccc(C)cc3C(=O)C2)s1 | 4
COc1cccc(CNC(=O)Cn2ncc3c4ccccc4n(Cc4ccccc4)c3c2=O)c1 | -7
COc1ccc(CC(=O)Nc2cccc(-c3nnc(-c4ccc(C)cc4)o3)c2)cc1OC | 6
CCc1ccc(C(=O)c2cn(CC(=O)Nc3ccc4c(c3)OCO4)c3ccc(F)cc3c2=O)cc1 | 7
CCOC(=O)c1[nH]c2ccc(C)cc2c1N=C(C)N(C)C | 2
O=C(NCCc1ccc(F)cc1)C(=O)NCC(c1ccco1)S(=O)(=O)c1ccccc1 (stereo unspecified) | 3
CCOc1ccc(-c2nc(-c3ccccc3)c(-c3ccccc3)[nH]2)cc1OCC | 0
CCN(CC)CC(O)COc1ccc(CNC2CCOCC2)cc1OC (stereo unspecified) | 4
Cc1nn(C)c2c1c(C(F)(F)F)cc(=O)n2Cc1cccc(Br)c1 | 1
CC(CCc1ccccc1)NC(=O)C1CC1 (stereo unspecified) | 5
COc1cccc(C(=O)NC(=O)Nc2ccc(-c3cc(C(F)(F)F)nn3-c3ccccc3)cc2)c1 | -6
CCOC(=O)c1noc2ncnc(N3CCN(c4cccc(Cl)c4)CC3)c12 | -5
CC(=O)c1ccc(NC(=O)C(C)c2ccc(CC(C)C)cc2)cc1 (stereo unspecified) | -1
CCOC(=O)c1cccc(NC(=O)C2CCN(S(=O)(=O)c3ccc4c(c3)oc(=O)n4C)CC2)c1 | -13
Cc1nc(N2CCOCC2)c2c3c(sc2n1)CC(C)CC3 (stereo unspecified) | 1
O=C(Nc1cccc2cccnc12)N1CCCC1 | -3
O=C(Nc1cc(Cl)ccc1O)c1ccncc1 | -4
COc1ccc(Br)cc1CNC(=O)CCCn1c(=O)c2cccn2c2ccccc21 | 4
Cc1cc(C)nc(NS(=O)(=O)c2ccc(NC(=O)CCC(=O)O)cc2)n1 | 7
CC(c1ccccc1)n1cc2c(c1-c1ccccc1Br)c(=O)n(C)c(=O)n2C (stereo unspecified) | 4
CCCCc1nnc2sc(-c3ccc(C)nc3)nn12 | 15
Cc1ncsc1C(=O)N(C)CC1CCCN(CCc2ccccc2F)C1 (stereo unspecified) | 6
Cc1ccnc(NC(=O)C(C)Oc2ccc(C)cc2C)c1 (stereo unspecified) | 3
COc1cccc(C(=O)Nc2ccc(S(=O)(=O)Nc3nc(C)cc(C)n3)cc2)c1 | -6
CCCS(=O)(=O)c1c(S(=O)(=O)CCC)c2c3ccccc3ccn2c1C(=O)OC | 5
COCCNC(=O)C(=O)NCC(c1cccnc1)N1CCN(c2ccccc2OC)CC1 (stereo unspecified) | -8
Cc1ccc2c(c1)N(C(=O)CCC(=O)Nc1ccccc1Cl)CC(C)O2 (stereo unspecified) | 3
COc1ccc(N2CCN(C(=O)c3cn(C(C)C)cc(C(=O)NCC4CCCCC4)c3=O)CC2)cc1 | 7
Cc1[nH]ncc1C(=O)N1CCCC(CNC(=O)C2(c3ccc(Cl)cc3)CC2)C1 (stereo unspecified) | -5
CCCCNC(=O)c1nnn(-c2ccc(Cl)cc2)c1C | 3
Cc1ccc(C(=O)N2CCN(c3cccc(Cl)c3)CC2)cc1-n1c(C)nc2cccnc21 | -9

Gathered by group, the entries above containing an aryl thioether with sulfur outside any ring
SMILES | ROC1-CUL1 inh
Cc1ccc(OCC(=O)Nc2nnc(SCC3=Nc4ccccc4C(=O)C3)s2)cc1 | 3
O=C(CSc1oc(-c2ccco2)nc1S(=O)(=O)c1ccc(Cl)cc1)c1ccc(Cl)cc1 | -6
Cn1c(SCc2ccc(C(C)(C)C)cc2)nnc1-c1ccc(NC(=O)COc2ccccc2)cc1 | -6
CCOC(=O)c1c(NC(=O)CSc2nnc(Cc3ccccc3)o2)sc2c1CCC2 | 0
CSc1nnc2c(n1)OC(c1ccc(-c3cccc(Cl)c3C)o1)Nc1ccccc1-2 (stereo unspecified) | 9
CC(C)(C)C1C=C(Sc2ccccc2)C(=O)O1 (stereo unspecified) | 1
COc1ccc(CSc2nsc(SCc3cccc(OC)c3)c2C#N)cc1 | -16
Cc1cccc(C(=O)NCc2nnc(SCC(=O)c3ccc(Br)cc3)n2C)c1 | 6
Cn1c(-c2ccccc2)cnc1SCC(=O)NCc1ccco1 | 2
Cc1ccc(C(=O)Nc2nnc(SCc3cc(=O)n4ccc(C)cc4n3)s2)cc1 | 12
Cc1ccc(C)c(OCCSc2nc3ccccc3n2CC(=O)N2CCOCC2)c1 | 8
CCn1c(SCC(=O)N/N=C/c2cccnc2)nc2ccccc21 | -4
O=C(CSc1ncnc2sc3c(c12)CCC3)Nc1nsc(-c2ccccc2)n1 | -7
CCCC(=O)Nc1nnc(SCC2=Nc3ccc(C)cc3C(=O)C2)s1 | 4
